Mot1-301 SUMO – blocks SUMOylation pathway, rescuing yeast Mot1-301 growth. S. cerevisiae Mot1-301 growth rescue, ATP luminescence, 38.5C; percent above DMSO median, 100 means doubled. growth rescue, % at 18.8 µM. 320,000 tested, 1% active;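 active means every valid replicate shows activation above 250% relative to neutral control wells; inactive means the rest, any valid replicate at or below 250%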;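 further: OY570 slx delta 5 strain wells were the positive control but not used for scaling; some compounds called inactive have numbers as strong as hits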
AddAB inh – less growth of phage-infected E. coli with AddAB | inhibition, % at 11.9 µM | 330,000 tested, 0.29% active | E. coli expressing H. pylori AddAB, absorbance growth; in the data active means inhibition above about 12%;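 further: 0% = vehicle wells of infected cells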
phage Ecoli inh – E. coli growth loss with phage present. growth absorbance. inhibition, % at 11.9 µM. 360,000 tested, 0.26% active; in the data active means inhibition above about 11%
Tat transport – blocks Tat-dependent protein export in E. coli; inhibition, % at 10 µM; 340,000 tested, 0.036% active; E. coli MC4100 TorA-mCherry Tat export, fluorescence;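 active means mean replicate inhibition at least 50% and at least half of replicates individually reaching 50%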;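 further: exported cargo escapes ClpAP degradation while cytoplasmic cargo is degraded and loses fluorescence; 0% = median of neutral control wells and 100% = median of NaSCN control wells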
PfHsp90 yeast 2 – reduces growth (ATP signal) of yeast expressing P. falciparum Hsp90; 310,000 tested, 0.32% active; inhibition, % at 9.4 µM; S. cerevisiae expressing PfHsp90, BacTiter-Glo ATP, 48 h; yeast lacking PDR1 and PDR3 efflux regulators;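 active means every replicate shows inhibition above about 80%, whatever the replicate mean, limit read from the data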;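 further: 0% = DMSO neutral controls and 100% = 20 µM radicicol positive controls; yeast relying on Plasmodium falciparum Hsp90 in place of its own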
OPRM1-OPRD1 inv – mu-delta opioid heterodimer inverse agonism; 340,000 tested, 0.21% active; inhibition, % at 9.3 µM; cell-based MOR-DOR heterodimer luminescence; P35372+P41143; in the data active means inhibition above about 22%, passing the limit was not always enough;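 further: 0% = cells with DMSO and 100% = wells without cells with DMSO; values of inactives mirror those of a sister screen read the other way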
Target sequence (P35372 whole entry, looked up): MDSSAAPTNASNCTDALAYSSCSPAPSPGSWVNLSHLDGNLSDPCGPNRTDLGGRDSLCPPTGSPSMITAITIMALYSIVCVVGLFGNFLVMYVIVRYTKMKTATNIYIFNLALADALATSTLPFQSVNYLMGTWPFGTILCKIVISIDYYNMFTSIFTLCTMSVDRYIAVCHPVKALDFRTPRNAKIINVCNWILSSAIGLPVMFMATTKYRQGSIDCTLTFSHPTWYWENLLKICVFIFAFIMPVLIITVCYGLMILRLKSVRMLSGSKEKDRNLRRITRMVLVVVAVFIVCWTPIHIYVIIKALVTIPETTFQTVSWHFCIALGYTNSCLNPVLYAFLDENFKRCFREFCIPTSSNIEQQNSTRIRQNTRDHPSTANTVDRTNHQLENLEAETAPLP
Target sequence (P41143 whole entry, looked up): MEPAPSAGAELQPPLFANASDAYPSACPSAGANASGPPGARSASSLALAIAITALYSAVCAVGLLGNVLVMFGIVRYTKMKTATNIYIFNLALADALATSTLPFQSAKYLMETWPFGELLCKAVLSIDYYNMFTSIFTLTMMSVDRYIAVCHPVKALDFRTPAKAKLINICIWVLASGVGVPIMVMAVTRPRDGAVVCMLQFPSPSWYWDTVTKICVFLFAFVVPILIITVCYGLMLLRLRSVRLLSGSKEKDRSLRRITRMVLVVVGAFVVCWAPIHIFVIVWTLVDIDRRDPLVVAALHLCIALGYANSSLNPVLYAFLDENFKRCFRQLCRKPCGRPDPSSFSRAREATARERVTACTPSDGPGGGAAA
DSG3 Ab inh – human desmoglein-3 autoantibody binding inhibition. binding (percent of control), % at 10 µM. DSG3-coupled beads, scFv-anti-DSG3-GFP binding, flow cytometry; stronger effect = lower value. AID 588358. P32926. 310,000 tested, 0.48% active;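 active means binding more than 3 SD below its plate's average and above zero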;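 further: hits lower antibody fragment binding to DSG3; some compounds called inactive have numbers as strong as hits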
OPRM1-OPRD1 ag – OPRM1-OPRD1 heterodimerization agonism; activation, % at 9.3 µM; 340,000 tested, 0.3% active; cells, luminescence; in the data active means activation above about 18%;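 further: 0% = vehicle-treated cells and 100% = reference agonist; values of inactives mirror those of a sister screen read the other way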
E coli growth – counter-screen for AddAB inhibitors: E. coli growth inhibition; E. coli V3065 growth, OD600 absorbance, 18 h; inhibition, % at 11.9 µM; 330,000 tested, 0.27% active;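 active means inhibition above the campaign's mean inhibition across all tested compounds plus 3 SD, cut at about 9.9% in these data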;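 further: uninfected addAB+ strain grown without phage in ampicillin broth; 0% = DMSO wells and 100% = ciprofloxacin 0.95 µg/ml wells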
Arr AP2 block – blocks beta-arrestin peptide binding to AP2 adaptin. FITC-arrestin peptide / GST-AP2 beads, flow cytometry; AP2 beta2 appendage carries R879A mutation. inhibition, % at 10 µM. 340,000 tested, 0.31% active;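 active means inhibition above a set limit, near 3 SD of compounds lacking own fluorescence, cut at about 54% in these data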;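 further: plate controls were DMSO wells for no effect and 5 µM unlabelled arrestin peptide for full effect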
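Material – GST-tagged AP2 beta2-adaptin appendage (R879A) on 4 µm glutathione beads · Probe or stimulus – fluorescein-tagged arrestin peptide at 50 nM final · Timing – 12 min plus 1 h, RT · Detection – bead flow cytometry, FITC channel · Read-out basis – inhibition as reduced fluorescein signal on beads, percent · Medium – PBS plus Tween 20 (0.05%) and BSA (0.1%)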
PKA-R1A act – activates the PKA-R1A holoenzyme complex; activation, % at 11.4 µM; AID 504707; PKA-R1A dissociation, Cy5-IP20 fluorescence polarization; scaled: DMSO 0%, 113 µM cGMP 100%; 340,000 tested, 0.083% active;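 active means percent activation above the mean of all tested compounds plus 3 SD, cut at about 19% in these data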;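 further: higher means more PKAc released from R1A so a rise in polarization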
Active calls of the source: *; . = not tested or not shown.

SMILES	Mot1-301 SUMO	AddAB inh	phage Ecoli inh	Tat transport	PfHsp90 yeast 2	OPRM1-OPRD1 inv	DSG3 Ab inh	OPRM1-OPRD1 ag	E coli growth	Arr AP2 block	PKA-R1A act
C=CCn1c(O)c(C(CC)=NCCN2CCOCC2)c(=O)[nH]c1=O	175	2.1	1.4	10	-24	5	106	-1.1	-0.3	-1	3
CN1CCN(c2nc(-c3ccccc3Cl)nc3ccccc23)CC1	28	.	1.3	5	12	16	103	-3.1	.	-8	10
O=C(NNc1c2ccccc2nc2ccccc12)c1ccc(Cl)cc1	16	0.2	-0.2	-10	-49	17	96	-3.9	1.7	15	-2
CN(CC(=O)OCC(=O)NC1CCCC1)S(=O)(=O)c1ccc(Cl)cc1	1	-0.5	2.5	-6	15	7	104	-1.6	-0.1	-1	-3
O=C(NCCCN1CCOCC1)c1cn(-c2ccccc2)nc1-c1ccc(Br)cc1	1	0.0	1.5	-17	-11	-4	106	1.1	-0.2	-6	-2
COC(=O)C(C)n1cnc2c(nnn2-c2cccc(Cl)c2)c1=O (stereo unspecified)	-7	-1.2	2.3	-7	4	-3	89	0.5	-1.6	-8	9
CC(C)(CO)CNC(=O)CCc1nnc(CCCc2ccccc2)o1	3	0.4	5.1	-6	1	-9	106	1.2	-0.1	19	-2
Cc1cc(C)c2c(CC(=O)NC3CCS(=O)(=O)C3)coc2c1 (stereo unspecified)	9	1.6	1.4	11	9	16	.	-3.1	-0.3	-1	3
Fc1ccc(NC(=S)N/N=C/c2cccc(Br)c2)c(F)c1	.	2.8	2.1	6	.	-5	112	0.9	-1.4	-1	-11
CC(C)N(C(=O)Cn1c(SCC(=O)Nc2nccs2)nc2ccccc21)C(C)C	7	3.9	3.7	-3	.	.	.	.	2.1	4	-14
Cc1ccc(CC2S/C(=N/N=C/c3ccco3)NC2=O)cc1 (stereo unspecified)	-12	-3.5	-0.8	-9	-9	6	91	-1.2	-1.1	16	-12
Cc1cc(Br)c(NC(=O)COC(=O)C2CC2C)c(Br)c1 (stereo unspecified)	14	2.9	-0.1	-6	-9	2	102	-0.3	-1.9	-1	-4
CCCCn1nc2cc(C(=O)NCC34CC5CC(CC(C5)C3)C4)ccc2c1OC	85	2.7	1.3	-7	1	-6	.	1.0	1.1	4	4
Cc1ccc(S(=O)(=O)N(C)C)cc1NC(=O)COC(=O)c1c(-c2ccccc2)noc1C	2	-0.7	4.1	0	-12	19	102	-3.9	-0.5	17	2
CCC(=O)c1c[nH]c(C(=O)NCc2cccnc2)c1	-1	2.3	2.9	-8	1	17	98	-3.6	-0.7	-24	-3
O=C(O)CC1Sc2ccccc2NC1=O (stereo unspecified)	2	0.9	2.2	-12	-38	13	107	-2.9	-1.1	10	6
CC(=O)Nc1ccc(S(=O)(=O)NC(CC(=O)O)c2ccc(C)cc2)cc1 (stereo unspecified)	15	-1.8	1.6	24	-15	-8	94	1.6	-4.0	5	-16
CCOC(=O)Cc1csc(NC(=O)c2cc3ccccc3o2)n1	-18	4.6	3.6	2	-49	-4	101	0.8	1.6	41	0
Cc1cc(N/N=C/c2ccncc2)nc2ccccc12	.	.	3.4	3	-17	-3	102	0.7	.	27	-20
O=C(CSc1nccn1Cc1ccco1)Nc1ccccc1F	-7	0.9	-2.9	6	-11	11	101	-2.0	-1.0	-8	-8
C=CCn1c(C)cc(C(=O)COc2ccc(C)nc2[N+](=O)[O-])c1C	-7	1.9	2.1	-9	4	13	96	-2.1	-1.0	2	3
CC[C@@]1(C(=O)OC)N[C@H](CN(C)C(=O)NC(C)C)[C@@H]2C(=O)N(C)C(=O)[C@@H]21	-1	3.7	0.2	-2	14	8	89	-1.7	0.7	-1	-6
Cc1ccc(Cn2c(N3CCNCC3)nc3c2c(=O)[nH]c(=O)n3C)cc1	-2	.	1.5	3	-1	10	110	-2.0	.	1	2
Cc1ccc(S(=O)(=O)/N=C2/NC(=O)/C(=C/c3ccc(Br)o3)S2)cc1	53	3.1	0.6	3	-23	16	112	-3.0	1.5	25	1
Cc1ccc(C(=O)Nc2c(C#N)c(C)c(C)n2Cc2ccccc2)cc1	-3	2.7	0.3	-10	12	3	104	-0.7	-0.6	-1	-4
CCOC(=O)c1c(NC(=S)Nc2ccc(OCC)cc2)sc2c1CCN(C)C2	4	-0.6	1.5	2	19	4	120	-0.7	-2.6	-4	-4
Cc1ccc(-n2c(SCC(=O)NCCC3=CCCCC3)nc3n[nH]c(C)c3c2=N)cc1Cl	5	0.4	1.1	0	4	-145	95	27*	-1.5	-2	-11
COC(=O)c1cc(S(=O)(=O)Nc2cc(S(=O)(=O)N(C)C)ccc2C)oc1C	-10	6.4	3.3	-5	-10	7	111	-1.3	-0.2	5	5
Cc1cccc(C)c1NC(=O)CN1C(=O)C2CC=CCC2C1=O (stereo unspecified)	-15	1.2	2.4	2	7	16	.	-3.9	-1.6	-2	-15
CC1(C)Cc2c(sc3ncnc(NNC(=S)NCc4ccccc4)c23)CO1	140	-0.3	-0.2	-1	-7	-19	111	2.7	-2.3	-14	-6
O=C(NC1CCCCC1)N1CCC(c2nc3ccccc3[nH]2)CC1	454	0.9	2.1	-5	.	9	100	-1.7	-1.2	4	1
COc1cc(CCC(=O)OCC(=O)Nc2ccccc2C#N)cc(OC)c1OC	1	0.1	2.2	-3	.	-42	89	5.8	-1.5	-9	-7
O=C(O)CCCC(=O)NNc1ncnc2ccccc12	37	1.3	0.9	16	14	-2	94	0.4	-1.0	15	-11
C=CCNC(=S)NNC(=O)c1cccc2ccccc12	-27	1.8	3.4	5	-9	13	98	-2.6	2.7	-3	-7
Cc1nc(SCc2cccc(C(=O)O)c2)nc2c1CCCC2	-3	0.5	4.6	1	0	-5	101	0.9	-0.9	31	-2
CC(C)[C@H](NC(=O)NCc1ccco1)C(=O)O	.	-0.2	2.0	-3	13	-11	95	2.0	-0.2	1	0
Cc1ccc(C(=O)Cn2nc(C(=O)O)c3ccccc3c2=O)cc1C	-13	0.4	2.3	0	-3	8	102	-1.6	0.1	11	-6
Cn1cc(Cl)c(C(=O)N(Cc2ccccc2)c2ccccn2)n1	-3	2.0	2.7	-4	16	6	101	-1.1	1.1	-1	-2
Cc1cccnc1NC(=O)Cn1c(=O)oc2ccccc21	-17	-0.6	-0.4	3	-8	8	93	-1.1	1.6	7	0
O=C(NN(C(=O)c1ccccc1)c1ccccc1)c1ccccc1	12	0.1	-0.2	1	-5	16	102	-3.0	-2.5	-1	-4
C#CCOCCOCCOCCNc1nc(N2CCOCC2)nc(N2CCN(C(=O)[C@H](CCCCN)n3cc([C@@H](N)CO)nn3)CC2)n1	-5	-2.1	-1.1	-9	7	18	109	-3.0	-1.7	7	2
Cc1ccccc1-c1nnc(SCC(=O)N(CC(C)C)c2c(N)n(CC(C)C)c(=O)[nH]c2=O)n1C	-9	1.8	-1.4	8	-26	14	98	-2.7	1.3	4	-2
CC(=O)Nc1ccc(-c2ccc3nnc(C)n3n2)cc1	5	1.5	2.4	2	10	13	88	-2.6	1.7	1	-5
O=C1C2C3C=CC(C3)C2C(=O)N1c1ccc(-c2nc3ccccc3c(=O)o2)cc1 (stereo unspecified)	27	-0.3	3.7	2	11	13	85	-2.0	-0.3	10	2
O=C(CN1CCOCC1)Nc1ccc(S(=O)(=O)N2CCCCCC2)cc1	-10	1.7	3.6	5	-14	15	98	-2.8	-0.3	-2	4
COc1ccc2c(c1)SCC(=O)N2C	-25	1.2	1.6	1	.	4	103	-1.0	-0.5	8	2
CC1CCCCC1NC(=O)c1ccc(CNc2c(N3CCCC3)c(=O)c2=O)cc1 (stereo unspecified)	59	-1.0	1.1	-6	-3	11	97	-1.9	1.8	-2	0
COc1ccccc1CC(=O)Nc1cc(OC)c(NC(=O)c2ccccc2)cc1OC	-12	3.2	0.8	10	-3	-6	103	1.3	-1.7	38	2
CC(=O)Nc1cccc(OCc2c(F)cccc2Cl)c1	14	2.0	2.3	-10	25	15	95	-2.9	-2.0	32	3
O=C(CSc1nc2cc(Cl)ccc2s1)NC(=O)NCc1ccco1	-17	0.4	4.0	18	2	10	88	-1.7	0.2	8	-11
COC(=O)[C@]1(Cc2ccccc2)N[C@H](c2ccc(-c3ccccc3)cc2)[C@@H]2C(=O)N(C)C(=O)[C@@H]21	12	2.3	1.3	0	12	5	101	-1.2	-1.0	-3	-6
CSCCOC(=O)C1=C(C)NC(=O)NC1c1ccc2c(c1)OCO2 (stereo unspecified)	4	.	2.2	-6	6	5	94	-1.0	.	-1	1
COc1ccc(S(=O)(=O)N2CCCCC2)cc1NC(=O)CNc1ccccc1C(C)=O	-13	-0.8	-0.1	2	.	11	.	-2.7	-2.6	31	-3
CN(C)c1ccc(/C=N/NC(=O)C2CC2c2ccccc2)cc1 (stereo unspecified)	207	2.5	3.4	8	-11	-9	104	1.9	3.1	7	-2
COc1ccc(-n2ccc3ccccc32)cc1	43	2.1	3.6	-4	-3	-3	91	0.6	-3.7	0	-1

In another format: five of the compounds above.
| molecule | Mot1-301 SUMO | AddAB inh | phage Ecoli inh | Tat transport | PfHsp90 yeast 2 | OPRM1-OPRD1 inv | DSG3 Ab inh | OPRM1-OPRD1 ag | E coli growth | Arr AP2 block | PKA-R1A act |
| --- | --- | --- | --- | --- | --- | --- | --- | --- | --- | --- | --- |
| CC(=O)Nc1ccc(-c2ccc3nnc(C)n3n2)cc1 | 5 | 1.5 | 2.4 | 2 | 10 | 13 | 88 | -2.6 | 1.7 | 1 | -5 |
| O=C1C2C3C=CC(C3)C2C(=O)N1c1ccc(-c2nc3ccccc3c(=O)o2)cc1 (stereo unspecified) | 27 | -0.3 | 3.7 | 2 | 11 | 13 | 85 | -2.0 | -0.3 | 10 | 2 |
| O=C(CN1CCOCC1)Nc1ccc(S(=O)(=O)N2CCCCCC2)cc1 | -10 | 1.7 | 3.6 | 5 | -14 | 15 | 98 | -2.8 | -0.3 | -2 | 4 |
| COc1ccc2c(c1)SCC(=O)N2C | -25 | 1.2 | 1.6 | 1 | . | 4 | 103 | -1.0 | -0.5 | 8 | 2 |
| CC1CCCCC1NC(=O)c1ccc(CNc2c(N3CCCC3)c(=O)c2=O)cc1 (stereo unspecified) | 59 | -1.0 | 1.1 | -6 | -3 | 11 | 97 | -1.9 | 1.8 | -2 | 0 |

Screening results as filed in PubChem BioAssay.

This is a random part of the collection (roughly 2.8% active in at least one column).
